ERp5 block – ERp5 (human) disulfide isomerase inhibition; Q15084; ERp5 insulin aggregation, absorbance 650 nm, 90 min; inhibition, % at 9.99 µM; actives 0.05% (n = 350,000);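 active = mean replicate inhibition above about 25%, with every replicate also reaching it, limit read from the data, passing the limit was not always enough; inconclusive = only one of those two criteria met; inactive = neither criterion met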
PglD inh – PglD (C. jejuni) enzyme inhibition. purified PglD enzyme, DTNB colorimetric CoA detection. inhibition, % at 12.5 µM. actives 0.098% (n = 360,000). AID 602405; in the data active = inhibition above about 16%, passing the limit was not always enough; inconclusive = no clear call, values can overlap the other calls; also: strong numbers were not always called active
E-selectin induc – induces E-selectin expression in human endothelial cells | P16581 | HUVEC E-selectin immunofluorescence imaging; normalized: neutral wells 0, TNF-alpha wells 100 | activation, % at 7.58 µM | actives 0.37% (n = 260,000) | AID 686992;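 active = mean E-selectin-positive cell signal at least 10% of the positive control, reached in at least 60% of replicates, without over 20% cell loss; inconclusive = no rule given, readout overlaps actives, possibly toxicity-flagged; inactive = the rest, including those meeting only one limit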;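 also: in these data hits start at about 27%; measured in HUVEC primary endothelial cells; signal is the percent of cells scored E-selectin positive by PE staining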
Target sequence (P16581 whole entry, looked up): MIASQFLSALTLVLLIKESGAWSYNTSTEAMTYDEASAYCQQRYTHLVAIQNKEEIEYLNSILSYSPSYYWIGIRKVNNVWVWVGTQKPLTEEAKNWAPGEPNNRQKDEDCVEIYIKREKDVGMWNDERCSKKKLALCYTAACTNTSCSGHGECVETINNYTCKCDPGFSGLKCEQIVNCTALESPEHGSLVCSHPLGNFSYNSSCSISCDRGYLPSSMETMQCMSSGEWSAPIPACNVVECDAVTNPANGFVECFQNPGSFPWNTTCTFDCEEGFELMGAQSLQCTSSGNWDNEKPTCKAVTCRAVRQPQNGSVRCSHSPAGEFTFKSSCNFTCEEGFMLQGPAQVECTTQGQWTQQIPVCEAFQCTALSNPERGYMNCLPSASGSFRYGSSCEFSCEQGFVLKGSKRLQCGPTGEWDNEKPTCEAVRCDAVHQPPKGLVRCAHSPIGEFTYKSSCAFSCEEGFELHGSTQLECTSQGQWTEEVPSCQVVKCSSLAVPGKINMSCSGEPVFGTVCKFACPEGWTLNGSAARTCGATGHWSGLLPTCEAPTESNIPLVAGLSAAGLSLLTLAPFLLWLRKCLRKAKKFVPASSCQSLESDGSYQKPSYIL
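Read-out: % PE-positive cells | Test system: HUVEC | Doses: One compound dose added by pin transfer | Buffer or medium: EGM-2 over gelatin coat | Signal: Immunofluorescence imaging | Benchmarks: TNF-alpha, DMSO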
RAD54 branch – RAD54 (human) branch migration inhibition; Q92698; RAD54 Holliday junction branch migration, FAM/BHQ fluorescence; inhibition, % at 10.4 µM; actives 0.14% (n = 360,000); AID 602329;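 active = mean normalized replicate activity at least 40 and at least half of replicates scoring 40 or more; inconclusive = only one of the two criteria met; inactive = mean below 40 and under half of replicates reaching 40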;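 also: 0% = median of neutral control wells and 100% = median of positive control wells; inhibitors cause a drop in the FAM fluorescence signal; in these data hits start at about 50%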
RAD52 anneal inh – inhibitors of human RAD52 DNA annealing | P43351 | recombinant RAD52 DNA annealing, FRET fluorescence | inhibition, % at 18.7 µM | actives 0.46% (n = 360,000);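 active = every replicate showing at least 50% inhibition; inconclusive = mean inhibition at least 50% but not in every replicate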
Target sequence (P43351 whole entry, looked up): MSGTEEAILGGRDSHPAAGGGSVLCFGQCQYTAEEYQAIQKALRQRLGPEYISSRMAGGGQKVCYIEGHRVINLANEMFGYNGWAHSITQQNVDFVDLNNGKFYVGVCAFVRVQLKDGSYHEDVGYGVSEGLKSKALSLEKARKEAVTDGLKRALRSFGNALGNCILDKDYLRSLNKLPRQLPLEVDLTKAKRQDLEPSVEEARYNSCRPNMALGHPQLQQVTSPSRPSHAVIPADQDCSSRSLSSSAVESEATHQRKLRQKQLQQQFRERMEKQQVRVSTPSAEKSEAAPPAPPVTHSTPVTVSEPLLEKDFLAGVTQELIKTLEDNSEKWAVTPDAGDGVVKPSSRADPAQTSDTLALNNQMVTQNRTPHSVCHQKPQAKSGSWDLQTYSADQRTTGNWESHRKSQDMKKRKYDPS
CASP6 VEID inh – inhibitors of human caspase-6 | P55212 | purified caspase-6, Z-VEID-R110 cleavage fluorescence | inhibition, % at 12.5 µM | actives 0.53% (n = 350,000) | AID 686996;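 active = mean inhibition across replicates at least about 35%, with every replicate also reaching that limit, limit read from the data; inconclusive = only one of the two criteria met; inactive = neither criterion met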;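 also: 0% = median of neutral control wells and 100% = no fluorescence left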
ARNT TACC3 PPI – disrupts binding between human ARNT and TACC3 | AID 623870 | inhibition, % at 9.99 µM | actives 0.66% (n = 390,000) | Q9Y6A5 | AlphaScreen His-ARNT PAS-B/GST-TACC3 binding, luminescence; TACC3 fragment carries E629A point mutation;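 active = mean inhibition of replicates at least 50% and at least half of replicates each reaching 50%; inconclusive = half or more replicates reach 50% but mean below 50%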;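 also: 0% = complete ARNT plus TACC3 wells and 100% = ARNT alone without TACC3; many hits fall short of the cut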
esBAF inh – SWI/SNF esBAF complex inhibition; actives 2% (n = 350,000); reporter increase, % at 12.5 µM; mouse ES cells, Bmi1-luciferase knock-in reporter, 24 h; 100% = twice the neutral-well signal; in the data active = activation above about 40%; inconclusive = no clear call, values can overlap the other calls;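 also: 0% = median of the plate's neutral control wells and 100% = double that signal; a rise in the Bmi1 reporter signal indicates esBAF inhibition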
An asterisk follows results filed as active; ? = inconclusive; / = not tested or not shown; & = joins results of further samples.

SMILES | ERp5 block | PglD inh | E-selectin induc | RAD54 branch | RAD52 anneal inh | CASP6 VEID inh | ARNT TACC3 PPI | esBAF inh
CCc1cc2c(nc1CC)CCCN2CCOC | 1 | / | -0.2 | / | -61 | 1 | / | /
COc1ccccc1C(=O)NNS(=O)(=O)c1ccc(F)cc1 | 4 | -6 | / | 3 | -15 | 1 | -12 | -5
COc1ccc(S(=O)(=O)Nc2ccc3c(c2)CC(=O)N([C@H](C)CO)C[C@H](C)[C@@H](CN(C)C(=O)Nc2c(C)noc2C)O3)cc1 | 14 | -2 | -0.1 | -8 | 4 | 1 | -9 | 1
Cc1cccc(C2=CC(=O)CC(C)(C)C2=O)c1 | -2 | / | -1.3 | / | -3 | -1 | / | /
N#Cc1cn(-c2cccc(C(F)(F)F)c2)c(=O)[nH]c1=O | -1 | -2 | -0.1 | -9 | -3 | 1 | -8 | -15
COc1cccc(N(CC(=O)NC2CCCC2)C(=O)CCC(=O)Nc2nccs2)c1 | -14 | -7 | / | 0 | -14 | 1 | 2 | -3
O=C(c1ccc(Cl)cc1)N(Cc1cccs1)C1CCS(=O)(=O)C1 (centres undefined) | / | 2 | / | 7 | / | / | -1 | 2
COCCN1C[C@@H](CO)O[C@@H](n2cnc3c(N4CCN(CCO)CC4)ncnc32)C1 | -4 | -1 | / | -10 | -23 | -2 | / | 11
C[C@H](CO)N1C[C@H](C)[C@H](CN(C)Cc2ccc3c(c2)OCO3)Oc2ncc(C#Cc3ccccc3)cc2C1=O | 0 | 3 | -0.7 | 7 | -58 | 0 | 17 | -1
CC1(C(=O)Nc2ccc3c(c2)OCCO3)CN(S(C)(=O)=O)CC(=O)N1CCc1ccccc1 (centres undefined) | 0 | / | 4.6 | / | -17 | -1 | / | /
CCSC1=NCN(CCCC(=O)O)CN1 | / | 20* | 0.0 | -36 | / | / | -3 | -4
Cc1cc(NC(=O)C2CC(c3c(F)cccc3Cl)=NO2)n(-c2ccccc2)n1 (centres undefined) | 4 | / | 2.4 | / | -10 | -7 | 4 | /

Fetched one by one from the entries so far:
SMILES | ERp5 block | PglD inh | E-selectin induc | RAD54 branch | RAD52 anneal inh | CASP6 VEID inh | ARNT TACC3 PPI | esBAF inh
CC1(C(=O)Nc2ccc3c(c2)OCCO3)CN(S(C)(=O)=O)CC(=O)N1CCc1ccccc1 (centres undefined) | 0 | / | 4.6 | / | -17 | -1 | / | /
Cc1cccc(C2=CC(=O)CC(C)(C)C2=O)c1 | -2 | / | -1.3 | / | -3 | -1 | / | /
O=C(c1ccc(Cl)cc1)N(Cc1cccs1)C1CCS(=O)(=O)C1 (centres undefined) | / | 2 | / | 7 | / | / | -1 | 2

Following part:
SMILES | ERp5 block | PglD inh | E-selectin induc | RAD54 branch | RAD52 anneal inh | CASP6 VEID inh | ARNT TACC3 PPI | esBAF inh
CC(OC(=O)c1ccccc1NCCO)C(=O)Nc1ccnn1C(C)C (centres undefined) | 3 | -2 | / | 2 | -12 | -2 | -4 | -1
O=C(NCC(c1ccco1)N1CCN(c2ccccc2F)CC1)c1cccs1 (centres undefined) | 7 | 3 | -0.2 | -16 | -9 | 4 | -10 | 3
NC(=S)Nc1ccc(F)c(F)c1F | 5 | / | / | / | -11 | 2 | -1 | /
COc1cc(/C=N/NC(=S)NC2CC3C=CC2C3)cc(OC)c1OC (centres undefined) | 4 | -11 | -0.9 | -1 | 4 | -4 | 0 | /
COc1ccccc1CNC(=O)C[C@@H]1CC[C@@H](NC(=O)CC2CC2)[C@H](CO)O1 | 1 | -1 | 0.3 | -2 | -4 | 3 | 0 | -1
N#C/C(=N\Nc1ccc([N+](=O)[O-])cc1)C(N)=S | 24 | / | 0.2 | / | -24 | 17 | 23 | /
O=C(Nc1ccccc1)C1=C[C@H](c2ccc3c(c2)OCO3)C[C@H](OCc2ccc(CO)cc2)O1 | -2&0&-3 | -1&-1&-1 | 0.0 | -11&0&-6 | -156&9&-99 | 0&2&-9 | -1&12&-10 | 11
C[C@H]1CCCCO[C@@H](CN(C)C(=O)Nc2ccc3c(c2)OCO3)[C@@H](C)CN([C@@H](C)CO)C(=O)c2cc(NS(=O)(=O)c3cccs3)ccc2O1 | -6 | 0 | 0.2 | 5 | -31 | -1 | -4 | 6
C[C@H]1CN([C@@H](C)CO)S(=O)(=O)c2ccc(C#Cc3ccc(F)cc3)cc2O[C@@H]1CN(C)C(=O)NC1CCCCC1 | 8 | 3 | -3.4 | -4 | 3 | -1 | 5 | -1
CN(CC(=O)Nc1ccccc1Cl)C(=O)CSc1nnc(N)s1 | 0 | 3 | -4.7 | 16 | 2 | 8 | -6 | /
CCN1CCc2nc(NC(=O)C(c3ccccc3)c3ccccc3)sc2C1 | / | 1 | / | -1 | / | / | 2 | -5
CC(=O)Nc1ccc(NC(=O)C(C)OC(=O)c2cc(S(=O)(=O)N(C)C)ccc2N2CCCC2)cc1 (centres undefined) | 0 | -4 | / | 0 | -14 | 1 | -16 | 0
C[C@@H]1CN([C@H](C)CO)C(=O)Cc2cc(NC(=O)CCC(F)(F)F)ccc2O[C@H]1CN(C)S(=O)(=O)c1ccc(F)cc1 | 8 | 0 | 0.4 | -10 | -4 | 1 | -15 | 1
CCC(=O)N(Cc1cc2ccccc2[nH]c1=O)c1ccccc1OC | 0 | -3 | / | -4 | -4 | 0 | -1 | -7
CN(C(=O)CN1C(=O)C2C3CC(C(Br)C3Br)C2C1=O)C1CCCCC1 (centres undefined) | -4 | 0 | / | -2 | -1 | 0 | / | -2
CCN(CC(=O)Nc1cc(Cl)cc(Cl)c1)CC(=O)NC1CCS(=O)(=O)C1 (centres undefined) | 5 | 7 | 0.1 | -1 | -8 | 0 | 3 | 7
Cc1ccc(S(=O)(=O)N(C)C[C@@H]2OCCCC[C@@H](C)Oc3ccc(NS(=O)(=O)c4cccs4)cc3C(=O)N([C@H](C)CO)C[C@@H]2C)cc1 | -3 | -5 | / | 6 | -25 | -1 | -4 | 1
CCCNC(=O)c1cc(C2CCCN(S(=O)(=O)c3cccc4cccnc34)C2)on1 (centres undefined) | -3 | 1 | -0.4 | -4 | -8 | -2 | / | 2
O=C(Cn1nnc(-c2ccccc2)n1)OCc1csc(-c2ccccc2)n1 | / | -3 | / | -4 | / | / | -1 | 22
CCOC(=O)c1c(C)nc2c(c1C)c(=O)oc1ccccc12 | / | 1 | / | -1 | / | / | -5 | 43*
CC(=O)c1ccc(NC(=O)C2CCN(S(=O)(=O)c3cccs3)CC2)cc1 | 3 | -2 | / | -2 | -3 | -5 | -1 | 32
CC(Sc1ncnc2sc(-c3ccccc3)cc12)C(N)=O (centres undefined) | 0 | -1 | / | 6 | -12 | 1 | -3 | /
CCCNC(=S)N1CCC(c2nc3cc(C)c(C)cc3[nH]2)CC1 | / | 7 | / | -8 | / | / | 1 | -5
CCN(C1CCS(=O)(=O)C1)S(=O)(=O)c1cc(C)ccc1C (centres undefined) | -3 | 4 | / | 4 | -8 | -7 | / | -5
Cc1nn2c3c(cnc2c1-c1ccccc1)C(=O)CCC3 | / | 1 | / | -9 | / | / | -4 | ?
CCCC(C)(C)C(=O)N1CCC1(C)C(=O)NS(=O)(=O)c1ccccc1Cl (centres undefined) | 5 | 3 | 0.0 | -4 | -6 | 3 | / | -8
O=S(=O)(c1ccc2ccccc2c1)N1CCN(Cc2ccccn2)CC1 | 3 | / | / | / | -8 | -8 | -4 | /
CC1CCCC(C)N1CC(O)COCc1ccccc1F (centres undefined) | 4 | -3 | -0.2 | -19 | -5 | -2 | -2 | -7
COc1ccc(NC(=O)C2CCCC2)cc1S(=O)(=O)N1CCOCC1 | -10 | 1 | 0.2 | -5 | 0 | 1 | -4 | -15
Cc1cc(-c2ccccc2)n[nH]1 | 0 | / | 3.6 | / | -2 | 5 | 7 | /
CCOc1ccc(CCN2C(=S)N([C@@H](CC(C)C)CN3CCC[C@@H]3CN3C(=S)NC[C@@H]3Cc3ccc(O)cc3)C[C@@H]2Cc2ccc(O)cc2)cc1 | 2 | 7 | -9.6 | 1 | -8 | -3 | / | 1
N=C(N)c1ccc(Cl)cc1 | 1 | / | / | / | 3 | 0 | -5 | /
Cc1cc(C)c(NC(=O)CSc2nnc(CNC(=O)c3c(F)cccc3Cl)o2)c(C)c1 | -2 | -1 | / | -4 | -14 | -4 | 2 | 2
COc1cccc(NC(=O)CCc2nnc3ccc(N4CCN(c5cccc(OC)c5)CC4)nn23)c1 | / | 0 | / | -4 | / | / | 3 | -2
O=C1C2CCCCN2C(=O)N1CCCCN1CCN(c2cccc(Cl)c2)CC1 (centres undefined) | 4 | -3 | 0.1 | -6 | -1 | -1 | -1 | -3
CCOc1ccc2c(c1)C(N(CCN1CCOCC1)C(=O)Nc1ccc(OC)cc1OC)CC(C)(C)O2 (centres undefined) | 3 | / | 3.6 | / | -16 | 1 | 21 | 0
CCNC(=O)C[C@@H]1CC[C@@H](NC(=O)NC2CCCCC2)[C@H](CO)O1 | -4 | -2 | -0.3 | 5 | -3 | 1 | -7 | -3
NS(=O)(=O)c1cc(C(=O)OC2CCOC2=O)ccc1Cl (centres undefined) | 2 | 1 | -0.4 | -3 | -10 | 1 | -7 | -2
Cn1c(CBr)c(C(=O)c2ccc([N+](=O)[O-])cc2)c(=O)n(C)c1=O | -2 | -5 | / | 1 | 2 | -5 | 0 | /
CCOC(=O)Cc1c(Sc2ccccc2)c2ccccc2n1C | -5 | / | / | / | 0 | 2 | 3 | /
COCC(=O)N1CCC2(CC1)CN(C(=O)CN1CCOCC1)[C@@H](CO)c1c2c2ccc(OC)cc2n1C | -4 | / | 0.2 | / | 20 | 0 | / | /
Cc1ccc(NC(=O)COn2nnc3ccc(S(=O)(=O)N(C)C)cc32)cc1F | / | -1 | / | -8 | / | / | -1 | 2
CN(CC1COc2ccccc2O1)C(=S)Nc1ccccc1 (centres undefined) | -1 | 1 | / | 0 | -1 | 0 | / | /
COc1cccc(-c2oc3c(c2-c2ccc(Br)nc2)C(O)CCC3)c1 (centres undefined) | 0 | / | 0.1 | / | -15 | 0 | / | /
C[C@@H](NC(=O)[C@@H]1[C@@H](CO)[C@@H]2Cn3c(cccc3=O)[C@H]1N2C(=O)C1CC1)c1ccccc1 | -14 | 3 | 0.7 | 10 | 5 | 1 | -3 | 1
COc1ccc(S(=O)(=O)Nc2ccc3c(c2)C(=O)N([C@@H](C)CO)C[C@@H](C)[C@@H](CN(C)S(=O)(=O)c2ccc(OC)cc2)OCCCC[C@H](C)O3)cc1 | / | 0 | -0.2 | 0 | / | / | -7 | 3
Cc1noc(C)c1S(=O)(=O)N(C)C[C@H]1OCc2cnnn2CCCC(=O)N([C@H](C)CO)C[C@H]1C | -4&0 | -2&0 | -0.1 | 4&1 | 1&-4 | -2&-1 | 1 | -6&0
CCS(=O)(=O)NCCc1cc2cc(C)c(C)cc2[nH]c1=O | / | 7 | / | -4 | / | / | 8 | 9
CS(=O)(=O)N1CC(=O)N2[C@H](CO)[C@@H](c3ccc(Br)cc3)[C@@H]2C1 | 2 | / | 0.1 | / | -1 | -1 | / | /
C/C(=N\NC(=O)c1c(Cl)c(C)nn1C)c1cccc(NC(=O)c2cccc(F)c2)c1 | -12 | 5 | 0.4 | -7 | -16 | -1 | -13 | 9
CC1=C([N+](=O)[O-])C(c2ccccc2Cl)NC(=O)N1C (centres undefined) | 4 | -2 | 0.1 | -3 | -6 | -2 | 4 | -1
